NALP1 yeast inh: inhibitors of NALP1 inflammasome in yeast; S. cerevisiae NALP1/ASC/caspase-1 growth, X-gal OD620, 72 h; inhibition, % at 10 µM; 280,000 tested, 0.61% active; in the data active means inhibition mostly above about 24%, no sharp cut-off; inactive means mostly below about 32%; further: some compounds called inactive have numbers as strong as hits
GPR7 antag: blocks human GPR7 receptor signaling | P48145 | GPR7-expressing cells, fluorescence antagonist assay | inhibition, % at 4.4 µM | 290,000 tested, 1.1% active; in the data active means inhibition above about 16%, passing the limit was not always enough;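 further: cells stimulated with the agonist NPW; 0% = agonist with vehicle and 100% = vehicle without agonist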
IDE cell activ: boosts human insulin-degrading enzyme activity in HEK cells. P14735. FAbeta-B cleavage, fluorescence polarization; 0% vehicle, 100% cell-free pure enzyme wells. activation, % at 5.96 µM. 340,000 tested, 0.073% active. AID 493087;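 active means activation above the mean of all tested compounds plus 3 SD, set per screening campaign, cut at about 17% in these data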
Target sequence (P14735 whole entry, looked up): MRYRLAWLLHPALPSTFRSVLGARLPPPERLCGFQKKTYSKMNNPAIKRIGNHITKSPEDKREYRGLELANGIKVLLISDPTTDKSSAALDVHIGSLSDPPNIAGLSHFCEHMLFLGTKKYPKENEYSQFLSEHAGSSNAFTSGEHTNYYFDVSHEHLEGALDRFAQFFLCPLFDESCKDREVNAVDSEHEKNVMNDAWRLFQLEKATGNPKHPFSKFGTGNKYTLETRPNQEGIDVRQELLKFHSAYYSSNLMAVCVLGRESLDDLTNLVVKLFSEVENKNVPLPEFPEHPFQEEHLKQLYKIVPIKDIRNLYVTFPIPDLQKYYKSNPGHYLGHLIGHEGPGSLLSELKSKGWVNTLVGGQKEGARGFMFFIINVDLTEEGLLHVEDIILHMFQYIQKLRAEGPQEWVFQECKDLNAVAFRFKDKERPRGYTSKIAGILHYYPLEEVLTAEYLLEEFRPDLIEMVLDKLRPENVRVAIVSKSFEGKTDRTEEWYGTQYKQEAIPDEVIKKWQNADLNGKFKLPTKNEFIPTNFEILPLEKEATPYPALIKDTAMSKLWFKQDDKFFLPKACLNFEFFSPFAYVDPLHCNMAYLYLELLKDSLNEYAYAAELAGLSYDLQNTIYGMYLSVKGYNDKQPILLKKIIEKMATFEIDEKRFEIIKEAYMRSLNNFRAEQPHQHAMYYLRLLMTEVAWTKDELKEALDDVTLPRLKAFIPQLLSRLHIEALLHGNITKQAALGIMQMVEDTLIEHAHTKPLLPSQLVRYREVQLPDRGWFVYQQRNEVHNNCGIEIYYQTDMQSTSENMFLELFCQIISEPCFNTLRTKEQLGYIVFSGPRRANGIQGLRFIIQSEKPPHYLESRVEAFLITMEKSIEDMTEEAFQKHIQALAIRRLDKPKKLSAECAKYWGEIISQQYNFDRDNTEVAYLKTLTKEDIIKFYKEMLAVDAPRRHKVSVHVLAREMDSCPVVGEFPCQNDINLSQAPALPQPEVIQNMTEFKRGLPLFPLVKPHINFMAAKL
PfM18AAP inh: blocks P. falciparum M18 aspartyl aminopeptidase; recombinant PfM18AAP, H-Glu-NHMec fluorogenic cleavage; inhibition, % at 7.35 µM; 290,000 tested, 1.2% active; AID 1822;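 active means inhibition above the campaign mean inhibition over all tested compounds plus 3 SD, cut at about 28% in these data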;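 further: 0% = plate median of test compound wells and 100% = 2 mM ZnCl2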
p-CIP stab down: lowers stability of the mouse p/CIP coactivator protein; 290,000 tested, 0.01% active; decrease of EGFP signal, % at 10 µM; F442A p/CIP-EGFP cells, EGFP fluorescence, 16 h;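 active means EGFP signal decrease of at least 30% at 10 µM or well 3 SD below plate mean, unless failing retest; inactive means the rest, including hits failing retest or dose response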; further: some compounds called inactive have numbers as strong as hits; many of its hits are not listed in these tables
PHOSPHO1 block: PHOSPHO1 (human) inhibition; 290,000 tested, 1.1% active; Q8TCT1; recombinant PHOSPHO1, absorbance phosphatase assay; inhibition, % at 13.3 µM; in the data active means inhibition above about 60%
VIM-2 inhibitor: blocks Pseudomonas aeruginosa VIM-2 metallo-beta-lactamase; purified VIM-2, nitrocefin hydrolysis, epi-absorbance fluorescence; AID 1527; inhibition, % at 5.6 µM; 290,000 tested, 0.89% active;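 active means inhibition above the mean of all tested compounds plus 3 SD, cutoff set per screening run, cut at about 7.5% in these data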;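 further: red hydrolysis product quenches plate fluorescence so inhibitors raise well fluorescence; 0% = enzyme with DMSO and 100% = DMSO without enzyme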
IDE cell inh: cellular human IDE inhibition; P14735; AID 434962; inhibition, % at 5.59 µM; HEK cells, FAbetaB cleavage, fluorescence polarization; 320,000 tested, 0.41% active;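 active means percent inhibition above the average of all tested compounds plus 3 SD, set per screening campaign, cut at about 16% in these data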;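 further: IDE supplied by intact live HEK cells; FP after avidin binding of uncleaved biotin substrate so inhibition keeps polarization high; 0% = DMSO wells and 100% = 60 µM reference IDE inhibitor Ii1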
IMP-1 inh: inhibitors of Pseudomonas aeruginosa IMP-1 metallo-beta-lactamase. inhibition, % at 5.6 µM. AID 1556. purified IMP-1, nitrocefin hydrolysis, epi-absorbance fluorescence. 290,000 tested, 0.45% active;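 active means inhibition above the mean plus 3 SD of all compounds in the same screening run, cut at about 4.5% in these data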;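 further: 0% = IMP-1 with DMSO and 100% = DMSO wells lacking enzyme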
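system = purified recombinant IMP-1 beta-lactamase | amount = 0.2 nM IMP-1, as dispensed | medium = HEPES buffer pH 7.1 with ZnSO4 and Brij 35 | times = 25 °C, 15 min preincubation, 25 min reaction | detection = plate fluorescence quenching by hydrolysis product, ex 480/em 530 nm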
An asterisk follows results filed as active; nt = not tested or not shown. An unsorted share of the library; 5.3% or so of the library scored in one or more.

Start of the listing, in advance:
SMILES	NALP1 yeast inh	GPR7 antag	IDE cell activ	PfM18AAP inh	p-CIP stab down	PHOSPHO1 block	VIM-2 inhibitor	IDE cell inh	IMP-1 inh
COc1cccc(-c2nc(C(=O)NCCCN3CCOCC3)cc3c2[nH]c2ccccc23)c1	20	0	-4	-3	-9	39	8.2*	3	2.9
CC1=C(C(=O)OCCOc2ccccc2)C(c2ccc(C)o2)C2=C(CC(C)(C)CC2=O)N1 (stereo unspecified)	-7	-4	5	-9	-16	-7	-4.2	3	-3.0
Clc1ccc(CSc2ccc(-c3ccccn3)nn2)cc1	-9	9	1	-9	7	-10	-1.4	-2	-1.4

Results, previewed entries included:
SMILES	NALP1 yeast inh	GPR7 antag	IDE cell activ	PfM18AAP inh	p-CIP stab down	PHOSPHO1 block	VIM-2 inhibitor	IDE cell inh	IMP-1 inh
COc1cccc(-c2nc(C(=O)NCCCN3CCOCC3)cc3c2[nH]c2ccccc23)c1	20	0	-4	-3	-9	39	8.2*	3	2.9
CC1=C(C(=O)OCCOc2ccccc2)C(c2ccc(C)o2)C2=C(CC(C)(C)CC2=O)N1 (stereo unspecified)	-7	-4	5	-9	-16	-7	-4.2	3	-3.0
Clc1ccc(CSc2ccc(-c3ccccn3)nn2)cc1	-9	9	1	-9	7	-10	-1.4	-2	-1.4
CCOC(=O)N1CCN(C(=O)CSc2nnc(-c3c[nH]c4ccccc34)n2CCOC)CC1	8	0	-8	4	-3	26	-0.5	-6	-2.0
CCc1cccc(C)c1NC(=O)CSc1nc(C)c(C)o1	10	-2	-1	-2	3	19	-1.0	0	0.9
NC(=O)Cn1nnc(-c2ccc(CN3CCCCC3)cc2)n1	5	-10	3	-14	-21	45	0.8	2	-1.8
Cc1cc(C(C)(C)C)oc1C(=O)N(CC(=O)NC1CCCC1)Cc1ccccc1	39	7	3	-7	1	22	-2.5	-1	-1.7
CN1CCN(NC(=S)NC2CCCCC2)CC1	34	-4	3	-9	-18	12	-4.0	2	-4.3
COC(=O)CCCCNC(=O)Nc1ccccc1	-2	-1	6	-10	2	48	-3.8	6	-2.0
CC(c1ccccc1)C1CC(=O)N(c2cc(Cl)ccn2)C1=O (stereo unspecified)	-4	1	-2	1	-1	-8	-0.2	1	15*
COCCCNC(=S)NNC(=O)c1cc(-c2cccnc2)nc2ccccc12	-4	-16	4	0	-11	23	-5.0	nt	-4.8
O=C(CCS(=O)(=O)c1cccs1)Nc1ccc(C(=O)NCc2ccccc2)cc1	8	-5	4	3	5	18	-2.6	-1	0.1
COc1ccc(C(=O)NC(=S)N(C)C2CCCCC2)cc1Br	8	-3	1	4	1	9	-2.2	2	-3.3
Oc1ccccc1CN1CCN(C(O)(c2ccccc2)c2ccccc2)CC1	22	-1	-3	-16	-9	19	-1.6	-3	-4.7
O=C(NCCc1ccc(Cl)cc1)c1cc(-c2ccccn2)nc2ccccc12	5	2	4	4	-9	41	-2.5	-3	-2.1
O=C1c2ccccc2C(=O)N1CSc1nnc(Nc2ccccc2)s1	-3	-7	nt	1	-2	-155	-2.4	5	-1.6
O=C(NCCCN1CCOCC1)c1ccc(CS(=O)(=O)Cc2ccccc2Cl)o1	29*	-8	1	1	-11	27	-0.6	4	-3.7
COc1cccc(NC(=O)C(C)OC(=O)CCCNC(=O)c2ccc(Cl)cc2)c1 (stereo unspecified)	20	13	2	-10	-7	32	-0.1	-3	-1.4
O=S(=O)(Nc1ccc(Cc2ccncc2)cc1)c1ccc(Br)s1	8	-2	2	9	0	31	-5.5	1	-3.9
Cc1ccc2cccc(Oc3ncnc4sc(C)c(C)c34)c2n1	25	-1	1	-1	2	-24	-1.8	2	-5.4
COc1cccc(C(=O)CC(=O)C(=O)Nc2cc(OC)c(OC)c(OC)c2)c1	5	1	nt	1	8	23	-0.8	1	-1.7
CCOc1ccc(CCNC(=O)CCOc2cc(C)ccc2C)cc1OCC	17	-4	4	-11	-11	12	0.6	2	-2.9
CCOC(=O)CSc1nc2ccccc2n1CC(=O)N1CCN(c2ccccc2)CC1	19	-1	0	-5	-9	31	-2.3	-7	-2.5
NC(=O)CC(NC(=O)Cc1ccc(Br)cc1)c1ccc(N2CCN(c3ccccn3)CC2)c([N+](=O)[O-])c1 (stereo unspecified)	2	-5	0	3	-11	-7	-1.9	-2	-3.6
C[C@H](NC(=O)C1CCN(S(=O)(=O)c2ccccc2)CC1)C(=O)NCc1ccc(F)cc1	24	-15	7	-10	3	26	-1.0	-11	-0.6

Next part.
SMILES	NALP1 yeast inh	GPR7 antag	IDE cell activ	PfM18AAP inh	p-CIP stab down	PHOSPHO1 block	VIM-2 inhibitor	IDE cell inh	IMP-1 inh
C/C(=N\NC(=O)c1ccc(N(C)C)cc1)c1ccc(C)c(C)c1	21	-7	5	-39	-4	3	-4.9	-4	-3.4
Cc1ccc(NC(=O)CCNC(=O)c2ccccc2)cc1F	9	8	3	-7	-2	45	-2.4	5	-1.5
CN(Cc1nccs1)C(=O)C1CCC(=O)N(CCc2ccc(Cl)cc2)C1 (stereo unspecified)	29	-6	-2	-5	6	-18	0.7	2	0.8
O=C(CCn1c(=O)oc2ccccc21)NCCN1CCc2ccccc2C1	14	-6	4	9	-7	-20	-0.7	9	-2.8
COc1ccc(CNC(=O)C(=O)NCc2cccnc2)cc1	28*	-15	1	-5	-3	37	0.3	-2	-1.4
COC(=O)c1ccc(C(=O)OC)c(NC(=O)CN2CCCCC2)c1	12	-14	4	1	-12	42	-3.0	11	-2.8
CCOC(=O)c1c(C)[nH]c(C)c1S(=O)(=O)NCc1ccccc1OCC	-8	-9	0	0	2	38	-5.7	2	-3.7
COc1cc(OC)cc(-c2nnc(SCC(=O)N(Cc3ccccc3)C(C)(C)C)o2)c1	-3	-18	4	2	-10	-18	-4.5	4	-3.4
Cn1c(CCN2CCCCC2)nc2cc(NS(=O)(=O)c3ccccc3)ccc21	-7	0	4	2	-4	9	-2.9	6	-3.4
c1ccc(-c2cn(C[C@H]3CC[C@@H]([C@@H]4CC[C@H](Cn5cc(-c6ccccc6)nn5)O4)O3)nn2)cc1	31	9	2	-9	-5	31	0.8	2	1.0
COC(=O)c1c(NC(=O)C(=O)NCCCN2CCOCC2)sc2c1CC(C)(C)OC2	8	-16	5	-2	0	-28	13*	-1	-9.4
Cc1cc(C)c(S(=O)(=O)N(CC(=O)O)CC(=O)O)c(C)c1	48	7	0	3	-1	19	-3.9	4	-3.0
NC(=O)CSc1nnc(-c2ccco2)n1-c1ccccc1	4	-5	-1	-9	-4	11	-1.0	-2	-2.7
CN(C)S(=O)(=O)NCCNC(=O)c1cc(OCC(F)(F)F)ccc1OCC(F)(F)F	13	-8	4	3	-2	32	-1.5	-2	-3.8
Cn1c(NNC(=O)c2ccc(C(C)(C)C)cc2)cc(=O)n(C)c1=O	24	-5	5	2	12	-5	-2.1	1	-4.6
CCc1nnc(NC(=O)CCc2ccccc2OC)s1	12	4	4	-2	10	16	-1.3	1	-3.3
O=C(CS(=O)CC(=O)NC12CC3CC(CC(C3)C1)C2)Nc1ccc(F)cc1 (stereo unspecified)	-8	-2	0	-2	16	19	-2.7	-7	-1.8
NC(=O)c1ccsc1NC(=O)c1nc(-c2ccccc2)n(-c2ccccc2)n1	5	3	-2	6	-13	16	-2.8	-5	-0.8
Cc1ccc(NC(=O)CN2CCc3ccccc3C2)cc1S(=O)(=O)N(C)C	17	-10	5	2	-6	32	-1.8	3	-0.9
O=C(CSc1nnc(CNC(=O)c2c(F)cccc2Cl)o1)c1ccccc1	1	3	3	0	-6	8	0.7	12	-0.8
CC(C)(C)c1nnc(NC(=O)C2c3ccccc3Oc3ccccc32)s1	nt	-5	0	15	-11	-49	-0.4	-2	0.2
COc1ccc(-c2nnc(SCC(=O)NNC(=O)c3ccc(C)cc3)o2)cc1	10	-13	-1	13	6	-17	-5.1	-2	-3.2
O=C(Nc1cccc(S(=O)(=O)NC2=NCCCCC2)c1)c1cc(-c2ccccc2)nc2ccccc12	28	-3	-2	1	-8	-12	-3.0	-2	-1.8
COc1ccccc1N1CCN(C(=O)C(C)N(c2ccc(C)c(C)c2)S(C)(=O)=O)CC1 (stereo unspecified)	-3	-7	2	-2	6	29	-0.3	8	-2.9
Cc1cc(NC(=O)c2ccc(N3C(=O)C4C5C=CC(C5)C4C3=O)cc2)no1 (stereo unspecified)	-15	5	-1	0	-4	-22	-1.6	1	-2.0

Going on with the list.
SMILES	NALP1 yeast inh	GPR7 antag	IDE cell activ	PfM18AAP inh	p-CIP stab down	PHOSPHO1 block	VIM-2 inhibitor	IDE cell inh	IMP-1 inh
Cc1cccc(CN2CCC(C(=O)Nc3cccc(-c4cscn4)c3)CC2)n1	-35	-4	-4	-9	-16	17	-1.9	-4	-0.2
O=C(Nc1cc2c(=O)n(-c3ccc(Oc4ccccc4)cc3)ccc2oc1=O)c1ccccc1	35	-23	1	3	-12	4	-2.3	-1	-2.1
CC(C)(C)NC(=O)CON=C1c2ccccc2-c2ccccc21	5	-9	0	-1	3	-4	-3.9	7	-1.5
CCCc1ccc2oc(C(=O)N(C)Cc3ccn[nH]3)c(C)c2c1	13	-4	7	3	1	34	-2.9	-1	-1.4
Nc1cc(Cl)nc(N/N=C/c2ccc([N+](=O)[O-])cc2)n1	19	-2	-4	12	-6	-12	-4.3	9	-3.6
O=C(CN1CCCC1)Nc1c2c(nc3ccccc13)N(Cc1ccccc1)CC2	5	-1	-3	16	-18	-62	-2.5	-6	-1.3
CCOCCOc1cccc(C(=O)NC(c2ccccc2)c2ccccc2)c1	2	-4	1	-6	4	34	-0.7	-2	-2.3
CCc1ccc(NC(=S)N(CCCN2CCN(C)CC2)Cc2cccs2)cc1	13	-2	4	-5	4	-10	-1.5	-2	-3.1
CCOC(=O)c1ccc2[nH]c3c(c2c1)CN(C)CC3	34	-11	1	-12	-3	6	-1.0	0	-3.8
O=C(NCc1cccnc1)C1CC(c2ccccc2O)=NO1 (stereo unspecified)	-2	-12	3	4	-3	30	-2.5	-2	-1.1

An excerpt from the list above:
SMILES	NALP1 yeast inh	GPR7 antag	IDE cell activ	PfM18AAP inh	p-CIP stab down	PHOSPHO1 block	VIM-2 inhibitor	IDE cell inh	IMP-1 inh
CCc1ccc(NC(=S)N(CCCN2CCN(C)CC2)Cc2cccs2)cc1	13	-2	4	-5	4	-10	-1.5	-2	-3.1
CCOC(=O)c1ccc2[nH]c3c(c2c1)CN(C)CC3	34	-11	1	-12	-3	6	-1.0	0	-3.8
O=C(NCc1cccnc1)C1CC(c2ccccc2O)=NO1 (stereo unspecified)	-2	-12	3	4	-3	30	-2.5	-2	-1.1

Arranged by value in PHOSPHO1 block (low to high): 3 of the compounds above.
SMILES	NALP1 yeast inh	GPR7 antag	IDE cell activ	PfM18AAP inh	p-CIP stab down	PHOSPHO1 block	VIM-2 inhibitor	IDE cell inh	IMP-1 inh
CCc1ccc(NC(=S)N(CCCN2CCN(C)CC2)Cc2cccs2)cc1	13	-2	4	-5	4	-10	-1.5	-2	-3.1
O=C(Nc1cc2c(=O)n(-c3ccc(Oc4ccccc4)cc3)ccc2oc1=O)c1ccccc1	35	-23	1	3	-12	4	-2.3	-1	-2.1
Cc1cccc(CN2CCC(C(=O)Nc3cccc(-c4cscn4)c3)CC2)n1	-35	-4	-4	-9	-16	17	-1.9	-4	-0.2

High-throughput results: PubChem, several laboratories
